Screening data deposited in PubChem BioAssay by several laboratories.
E coli RNAP – inhibitors of Escherichia coli RNA polymerase. E. coli RNA polymerase, fluorescence transcription assay. inhibition, %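 (tested at 10 µM)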. hit rate 0.2% among 62,000; in the data active means inhibition above about 20%;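 further: 0% = enzyme without compound and 100% = no enzyme blank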
D1 allo mod – allosterically modulates the human D1 dopamine receptor; HEK293 D1, CRE-luciferase, dopamine EC30 potentiation; actives deviate in either direction; B-score at 10 µM; hit rate 5.9% among 58,000; AID 641;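 active means luminescence count or its row- and column-corrected plate score outside the 99.7% band of the plate's sample wells, on either side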
Target sequence (P21728 whole entry, looked up): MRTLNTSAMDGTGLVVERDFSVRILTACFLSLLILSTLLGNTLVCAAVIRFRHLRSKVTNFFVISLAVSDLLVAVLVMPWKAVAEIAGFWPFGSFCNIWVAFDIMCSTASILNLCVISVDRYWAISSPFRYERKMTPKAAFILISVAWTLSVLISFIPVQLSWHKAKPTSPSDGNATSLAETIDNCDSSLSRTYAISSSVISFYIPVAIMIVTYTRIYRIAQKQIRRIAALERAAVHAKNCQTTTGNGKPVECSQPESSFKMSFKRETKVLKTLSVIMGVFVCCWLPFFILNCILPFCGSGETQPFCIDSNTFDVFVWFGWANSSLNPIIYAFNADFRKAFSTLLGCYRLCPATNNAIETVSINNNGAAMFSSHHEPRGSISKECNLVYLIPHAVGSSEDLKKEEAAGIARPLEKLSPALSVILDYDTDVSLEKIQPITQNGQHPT
CatB block – blocks human cathepsin B protease activity; hit rate 0.1% among 63,000; P07858; inhibition, %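 (tested at 10 µM)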; purified cathepsin B, fluorogenic substrate, fluorescence; AID 453; in the data active means inhibition above about 21%;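 further: 0% = enzyme with no compound and 100% = no enzyme blank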
AP complement – alternative pathway complement inhibition, orthogonal assay | Human serum alternative complement pathway, LPS-coated ELISA, C3 deposition; tested in compound mixtures | inhibition, % at 5 µM | hit rate 0.08% among 62,000 | AID 1235;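 active means inhibition above 30% in each of the two pooled mixtures holding the compound, so the lower value exceeds 30%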;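 further: 0% = serum in Mg-EGTA without compound and 100% = EDTA serum blank; some compounds past the cut are filed as inactive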
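Test system – human serum alternative complement pathway, C3 deposition on LPS-coated wells · Buffer or medium – diluted human serum in Mg2+-EGTA GVB++ · Compound dosing – 5 µM each compound, pools of ten, 50 µM per pool · Schedule – 1 h serum-compound exposure at 37 °C · Measured by – Anti-C3 ELISA, OD 450 nm · Read-out basis – percent inhibition of C3 deposition onto LPS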
tolC growth inh – E. coli tolC mutant growth inhibition; E. coli BW25113 tolC mutant growth, OD615; growth inhibition, % at 10 µM (by protocol); hit rate 2.2% among 65,000;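 active means growth inhibition at or above a cutoff equal to the mean over every tested compound plus 3 SD, cut at about 60% in these data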;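 further: growth measured after 20 h incubation at 37 °C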
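Doses: one dose of 10 µM final / Material: E. coli BW25113 ΔtolC::kan, tolC deletion mutant strain / Buffer or medium: LB with kanamycin 50 µg/mL / Evaluation: percent growth inhibition / Detection: optical density read at 615 nm / Incubation: 37 °C, 20 h exposure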
Cdc25B inh – inhibitors of human Cdc25B phosphatase. recombinant Cdc25B, OMFP fluorescence Ex485/Em525. inhibition, %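 (compounds tested at 10 µM final in the well)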. hit rate 0.1% among 65,000. AID 368; in the data active means inhibition above about 50%
Target sequence (P30305 whole entry, looked up): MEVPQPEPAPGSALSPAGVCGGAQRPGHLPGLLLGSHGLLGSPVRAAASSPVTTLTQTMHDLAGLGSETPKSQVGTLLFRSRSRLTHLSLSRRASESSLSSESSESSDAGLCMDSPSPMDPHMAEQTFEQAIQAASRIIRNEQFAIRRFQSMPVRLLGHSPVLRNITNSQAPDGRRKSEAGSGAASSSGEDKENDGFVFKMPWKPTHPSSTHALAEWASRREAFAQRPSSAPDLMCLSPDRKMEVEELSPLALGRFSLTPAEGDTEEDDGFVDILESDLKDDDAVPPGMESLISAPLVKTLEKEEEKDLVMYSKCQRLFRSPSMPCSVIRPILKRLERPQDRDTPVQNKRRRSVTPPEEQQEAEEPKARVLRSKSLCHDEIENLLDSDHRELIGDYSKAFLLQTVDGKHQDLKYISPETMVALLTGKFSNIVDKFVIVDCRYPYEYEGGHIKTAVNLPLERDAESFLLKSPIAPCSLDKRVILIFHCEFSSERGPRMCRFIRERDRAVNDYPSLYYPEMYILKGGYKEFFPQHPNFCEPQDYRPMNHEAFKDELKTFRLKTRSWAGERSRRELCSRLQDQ
CatB mix inh – inhibitors of human cathepsin B in compound mixtures. AID 488. Purified cathepsin B, AMC dipeptide fluorescence. inhibition, %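 (ten-compound pools at 5 µM per compound and 50 µM total)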. P07858. hit rate 0.06% among 62,000; in the data active means inhibition above about 22%, passing the limit was not always enough;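 further: 0% = enzyme without compound and 100% = no enzyme blank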
Hsp90 inh – displaces geldanamycin probe from tumor Hsp90; P07900; NCI-N417 lysate Hsp90, Cy3B-geldanamycin FP displacement; inhibition, % at 30 µM; hit rate 0.35% among 64,000;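 active means inhibition above 50%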;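 further: 0% = tracer plus lysate wells and 100% = tracer alone without lysate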
MKP-1 inh – blocks human MKP-1 phosphatase activity. recombinant MKP-1, OMFP hydrolysis fluorescence. inhibition, %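 (compounds tested at a single concentration somewhere between 10 and 100 µM)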. hit rate 0.15% among 65,000. AID 374;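 active means inhibition above about 50%, limit read from the data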;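 further: 0% = DMSO max control wells and 100% = wells with enzyme stopped by NaOH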
* marks the source's active call; other numbers are inactive results; · = not tested or not shown.

Order of results – E coli RNAP	D1 allo mod	CatB block	AP complement	tolC growth inh	Cdc25B inh	CatB mix inh	Hsp90 inh	MKP-1 inh
Cc1cccc(NC(=O)N2CCC(c3nc4ccccc4o3)CC2)c1
 : 2	0.36	1	6	16	-9	-5	-1	-8
COc1ccc2cc(CN(Cc3cccnc3)Cc3nnnn3Cc3ccccc3)c(=O)[nH]c2c1
 : 5	0.7	4	0	31	-1	-1	-4	32
COc1ccc(CCNC(=O)c2nnn(CC(=O)Nc3ccccc3C)c2N)cc1OC
 : 3	-0.68	-1	0	-12	5	1	0	13
CC(C)(C)C(=O)Oc1cc(N)n(S(=O)(=O)c2ccccc2)n1
 : 4	-0.45	9	-13	0	-5	7	2	-4
CC1(c2ccc(Cl)cc2)NC(=O)N(CC(=O)NC(=O)NCc2ccco2)C1=O (stereo not drawn)
 : 1	0.52	0	13	11	-5	5	-5	2
CCOC(=O)N1CCC(NC(=O)CSc2cc(=O)n(C)c3ccccc23)CC1
 : 3	0.25	7	11	-17	0	3	-5	7
CCCCn1c(=NC(=O)c2ccc3c(c2)OCO3)c(C#N)cc2c(=O)n3cccc(C)c3nc21
 : 1	2	2	16	60	-6	2	-3	1
COc1ccc(N(CC(=O)Nc2cc(C)on2)S(=O)(=O)c2cc(C)ccc2C)cc1
 : 9	-0.93	4	2	13	-3	-9	3	21
c1ccc(CNc2c3c(nc4ncnn24)CCCC3)nc1
 : -3	1.8	1	4	5	2	1	-2	4
CC1(C)CC(=O)C2=C(C1)OC(N)=C(C#N)C2C#Cc1ccccc1 (stereo not drawn)
 : ·	1.2	·	29	-15	-1	1	0	-13
O=C1NC(=O)C(CC(=O)N(c2ccccc2)C2(C(=O)NC3CCCC3)CCCCC2)N1 (stereo not drawn)
 : 15	·	8	0	-14	6	10	0	7
CC(=O)Nc1cccc(-c2nnc(SCC(=O)N3CCCCC3)n2C)c1
 : 1	-0.55	0	11	-4	-11	-1	-8	4
COc1ccc(C(=O)Nc2ccc(Cl)cc2C(=O)NCCO)cc1
 : 2	-0.2	7	4	9	-8	2	-1	7
COc1ccc(-c2noc(CCN3C(=O)c4ccccc4C3=O)n2)cc1OC
 : 8	2.6*	-3	0	-10	-8	7	-2	-4
Cc1ccc(S(=O)(=O)N2CCC(C(=O)N[C@@H](C)C(=O)NCC3CCCO3)CC2)cc1 (stereo partly drawn)
 : 8	0.17	3	12	1	-11	1	·	4
CCc1ccccc1N1CC23C=CC(O2)C(C(=O)OC)C3C1=O (stereo not drawn)
 : 7	-0.56	4	14	-12	-38	2	-1	5
CCC(=O)Nc1cccc(NC(=O)c2ccc3c(c2)OCCO3)c1
 : 0	-0.66	2	3	11	-3	-6	-3	-12
O=C(NCc1cccs1)c1cc2c(s1)CS(=O)(=O)C2
 : 1	0.34	3	8	-2	-2	0	-5	1
COc1ccc2nc(NC(=O)CSC3=NCCS3)sc2c1
 : 9	0.74	2	4	27	-6	-2	2	-17
O=S(=O)(c1ccccc1)n1nc(-c2ccccc2)nc1NCc1ccco1
 : 8	·	-1	-2	52	-4	-2	-4	0
O=c1[nH]c(CN2CCN(C/C=C/c3ccccc3)CC2)nc2cc(Cl)ccc12
 : 1	-1.4	0	-4	10	-2	-2	-2	25
Cc1ccc(NC(=O)CSc2nnc(-c3ccc(S(=O)(=O)N4CCOCC4)cc3)n2C)cc1
 : 3	-0.05	3	11	-19	-5	-8	-9	0
COCCNC(=O)CS(=O)Cc1nc(-c2ccccc2C)oc1C (stereo not drawn)
 : 3	0.53	6	9	-13	-5	2	-5	10
Cn1c(=O)c2c(SCC(=O)NCC3CCCO3)nc(-c3cccs3)nc2n(C)c1=O (stereo not drawn)
 : -10	0.51	-1	22	17	-2	-3	4	6
O=C(CCN1CCCCC1)c1ccc2c(c1)OCCO2
 : 2	-0.76	1	9	-17	-1	1	1	35
COC(=O)c1ccc(CSc2ccc3nnc(-c4ccccn4)n3n2)o1
 : 5	0.61	-4	22	0	-1	-1	-2	2
Fc1ccc2[nH]c3c(N4CCSCC4)ncnc3c2c1
 : ·	-5.4*	-2	·	11	-28	·	-1	-11
O=C(NC1CC2CCC(C1)N2Cc1nnnn1Cc1ccco1)NC12CC3CC(CC(C3)C1)C2 (stereo not drawn)
 : 0	0.99	-1	11	24	-12	-3	-2	2
O=C(Nc1nnc(-c2ccc(Cl)cc2)o1)c1ccccc1Br
 : 3	-0.69	0	25	100*	-4	3	2	3
O=C(OCCNC(=O)c1cc2ccccc2oc1=O)c1cccnc1
 : 5	·	2	18	-9	2	5	2	-14

By substructure: the entries above containing an NH in an aromatic ring
Order of results – E coli RNAP	D1 allo mod	CatB block	AP complement	tolC growth inh	Cdc25B inh	CatB mix inh	Hsp90 inh	MKP-1 inh
COc1ccc2cc(CN(Cc3cccnc3)Cc3nnnn3Cc3ccccc3)c(=O)[nH]c2c1
 : 5	0.7	4	0	31	-1	-1	-4	32
O=c1[nH]c(CN2CCN(C/C=C/c3ccccc3)CC2)nc2cc(Cl)ccc12
 : 1	-1.4	0	-4	10	-2	-2	-2	25
Fc1ccc2[nH]c3c(N4CCSCC4)ncnc3c2c1
 : ·	-5.4*	-2	·	11	-28	·	-1	-11

Limited to CatB mix inh and Cdc25B inh (2 entries from above):
Molecule,CatB mix inh,Cdc25B inh
COC(=O)c1ccc(CSc2ccc3nnc(-c4ccccn4)n3n2)o1,-1,-1
Fc1ccc2[nH]c3c(N4CCSCC4)ncnc3c2c1,·,-28

(next part)
Order of results – E coli RNAP	D1 allo mod	CatB block	AP complement	tolC growth inh	Cdc25B inh	CatB mix inh	Hsp90 inh	MKP-1 inh
Cc1cc(C)c(NC(=O)CSc2nnc(-c3ccncc3)n2Cc2ccco2)c(Cl)c1
 : 7	0.0025	8	15	5	-5	7	·	11
O=c1ccnc(NCCc2ccccc2)[nH]1
 : 7	0.78	3	18	-18	-4	3	-15	-5
CSCCC(/C(O)=C(\C#N)c1nc2ccccc2[nH]1)N1C(=O)c2ccccc2C1=O (stereo not drawn)
 : 5	1.2	-2	-8	12	3	-2	-3	20
COC(=O)CCc1c(C)[nH]c(=S)[nH]c1=O
 : ·	·	9	·	17	-2	·	-2	-10
COCCN(Cc1cc2cccc(C)c2[nH]c1=O)C(=O)c1ccccc1
 : 2	0.47	1	14	-12	-5	4	-8	-2
Cc1ccc(S(=O)(=O)Cn2nnnc2C(C(C)C)N2CCN(C(=O)c3ccco3)CC2)cc1 (stereo not drawn)
 : 9	0.72	4	-5	10	-1	0	-3	5
O=C(Nc1ccccc1)c1ccc(F)c(S(=O)(=O)N2CCOCC2)c1
 : ·	-0.45	2	-1	-6	-5	-3	-3	4
COc1cc(-c2nnc(-c3ccco3)o2)ccc1OCc1ccccc1
 : 4	-1	1	4	96*	2	-3	-4	6
Cc1ccc(Cn2c(=N)c(C(=O)NCc3ccco3)cc3c(=O)n4ccccc4nc32)cc1
 : 4	-1.3	1	-2	46	25	2	0	29
Clc1ccccc1-c1nn2c(-c3ccncc3)nnc2s1
 : 3	4.9*	-4	19	9	-9	7	-1	9
CCC1(COC(=O)Nc2cccc(Cl)c2)COC1
 : -6	·	-3	22	34	-3	-6	-2	-11
COC(=O)CSc1nnc(CNC(=O)c2cc(OC)c(OC)c(OC)c2)n1C
 : 4	-0.39	6	6	-20	26	1	-3	-1
Cc1ccc(NC(=O)COC(=O)c2ccn(C)n2)cc1
 : 0	·	-8	5	-11	-14	-4	2	1
COC(=O)COc1ccc(S(=O)(=O)Nc2ccc3c(c2)OCO3)cc1Cl
 : 9	-0.2	-2	7	23	8	-2	13	4
O=C(OCCn1cncn1)c1cc2ccccc2oc1=O
 : -2	0.46	2	9	-12	21	0	-6	9
CCCCn1c(SCC(=O)NCc2ccccc2)nc2ccc(N3CCOCC3)cc2c1=O
 : 12	-0.13	3	5	7	4	-7	0	-6
Cc1ccccc1CS(=O)(=O)CCC(=O)NCc1ccccn1
 : 1	-0.12	-3	6	-6	7	2	2	-1
COc1ccc(OC(C)C(=O)N2CCOCC2)cc1 (stereo not drawn)
 : 9	-0.058	-2	10	0	-11	1	-5	2
O=C1c2ccccc2C(Nc2ccc(-c3nc4ccccc4[nH]3)cc2)N1Cc1ccco1 (stereo not drawn)
 : 4	-3	0	5	29	3	4	-3	20
COc1cc2c(cc1OC)C(Cc1ccc(O)cc1)N(C)CC2 (stereo not drawn)
 : 0	-1.2	-6	21	3	-5	3	·	6
CCCC(=O)Nc1ccccc1-c1nnn(CC(=O)Nc2ccc(OCC)cc2)n1
 : 6	-0.036	1	2	7	-2	-8	0	-6
Cc1ccc2cc(CN(C(=O)c3ccncc3)C(C)C)c(=O)[nH]c2c1
 : 5	-0.027	10	-11	5	5	5	-5	-6
O=c1c2c(nc3cc(-c4ccc(F)cc4)[nH]n13)CCCC2
 : ·	-5.3*	-1	18	-5	-1	-2	4	12
COc1cc2c(cc1OC)C(C)N(C(=O)Cn1ncc3c1-c1ccccc1OC3)CC2 (stereo not drawn)
 : 10	3.6	-3	7	11	-6	7	-3	21
COc1ccc(NC(=O)N2CC(C)OC(C)C2)cc1OC (stereo not drawn)
 : -7	-0.2	2	19	-11	-9	-5	6	29
O=C(CN1C(=O)CSC1=O)Nc1ccc2c(c1)OCCO2
 : 11	0.16	4	-4	-19	-10	5	0	1
COc1ccc(-c2ccc(SCC(=O)Nc3cc(C)on3)nn2)cc1OC
 : -1	5.8*	0	12	15	-1	3	-3	-7
Cc1csc(NC(=O)CSc2nc3ccccc3c(=O)[nH]2)n1
 : 0	0.078	-2	24	-2	-4	0	-1	-30
COc1cc(N)c(Cl)cc1NC(=O)c1ccccc1
 : 10	0.005	·	1	-5	5	8	-1	6
COc1cc(OC)cc(C(=O)NCCN2CCOCC2)c1
 : -1	-1.1	-1	13	-29	-7	5	2	0
COC(=O)Cc1ccc(NC(=O)c2ccc(Br)o2)cc1
 : 5	-0.89	4	1	0	-23	2	6	3
O=S(=O)(NC1=NCCCCCC1)c1cccs1
 : 2	·	-1	25	-9	6	2	-2	-9

Complete entries, looked up by structure.
`COCCN(Cc1cc2cccc(C)c2[nH]c1=O)C(=O)c1ccccc1` across the screens: E coli RNAP: 2; D1 allo mod: 0.47; CatB block: 1; AP complement: 14; tolC growth inh: -12; Cdc25B inh: -5; CatB mix inh: 4; Hsp90 inh: -8; MKP-1 inh: -2
`COC(=O)COc1ccc(S(=O)(=O)Nc2ccc3c(c2)OCO3)cc1Cl` across the screens: E coli RNAP: 9; D1 allo mod: -0.2; CatB block: -2; AP complement: 7; tolC growth inh: 23; Cdc25B inh: 8; CatB mix inh: -2; Hsp90 inh: 13; MKP-1 inh: 4
`CSCCC(/C(O)=C(\C#N)c1nc2ccccc2[nH]1)N1C(=O)c2ccccc2C1=O` (stereo not drawn) across the screens: E coli RNAP: 5; D1 allo mod: 1.2; CatB block: -2; AP complement: -8; tolC growth inh: 12; Cdc25B inh: 3; CatB mix inh: -2; Hsp90 inh: -3; MKP-1 inh: 20
